# Assay outcomes as filed in PubChem.
# DNA FID counter: displaces DNA intercalator in HCV helicase counter-screen. DNA fluorescent intercalator displacement, fluorescence. inhibition, % at 7.9 µM. hit rate 0.17% among 290,000. AID 1845; in the data active = inhibition above about 37%;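 note: 0% = vehicle and 100% = reference compound; higher means more ethidium bromide displaced from hairpin DNA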
# IMP-1 inhibitor: inhibitors of Pseudomonas aeruginosa IMP-1 metallo-beta-lactamase; AID 1556; purified IMP-1, nitrocefin hydrolysis, epi-absorbance fluorescence; inhibition, % at 5.6 µM; hit rate 0.45% among 290,000;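 active = inhibition above the mean plus 3 SD of all compounds in the same screening run, cut at about 4.5% in these data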;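 note: 0% = IMP-1 with DMSO and 100% = DMSO wells lacking enzyme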
#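 System: purified IMP-1; amount: IMP-1 0.2 nM before substrate addition; compound: single dose, 5.6 µM; times: 25 °C, 15 min preincubation, 25 min reaction; signal: Epi-absorbance via hydrolysed-nitrocefin quenching of white-plate fluorescence, 480/530 nm, EDTA stop; benchmarks: DMSO with and without IMP-1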
# MEKK2 WT-MEK5: raises or lowers MEK5 binding to wildtype human MEKK2 PB1 domain. Q9Y2U5. bead flow cytometry, Alexa488-MEK5 binding to MEKK2 WT; actives lie on both sides. binding response (% of control), % at 10 µM. hit rate 1.1% among 290,000; in the data active = binding response below about 67% or above about 130%
# NS3 helicase inh: blocks Hepatitis C virus NS3 helicase unwinding; NS3 helicase DNA unwinding, Cy5 molecular beacon fluorescence; inhibition, % at 10.9 µM; hit rate 0.56% among 290,000;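 active = inhibition above the mean of all tested compounds plus 3 SD, set per campaign, cut at about 35% in these data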;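 note: 0% = DMSO wells and 100% = thioflavine S control wells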
#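 Assay system – hepatitis C virus NS3 helicase domain fragment enzyme · Buffer or medium – MOPS pH 6.5, MgCl2, DTT, Tween20, BSA · Reagent – Cy5/quencher beacon DNA duplex and ATP to start · Compound – single 10.9 µM dose · Timing – 1 h at 25 °C · Technique – Cy5 beacon fluorescence read at start and 1 h · Measure – % inhibition of unwinding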
# PfM18AAP inh: PfM18AAP enzyme inhibition; hit rate 1.2% among 290,000; inhibition, % at 7.35 µM; recombinant PfM18AAP, H-Glu-NHMec fluorogenic cleavage; AID 1822;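 active = inhibition above the campaign mean inhibition over all tested compounds plus 3 SD, cut at about 28% in these data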;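 note: 0% = plate median of test compound wells and 100% = 2 mM ZnCl2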
# MEKK2 mut-MEK5: signal of MEK5 binding to mutant human MEKK2 PB1 domain. bead flow cytometry, Alexa488-MEK5 binding to MEKK2 mutant. percent response, % at 10 µM. hit rate 0.35% among 290,000. AID 1530; in the data active = percent response above about 24%, passing the limit was not always enough; note: inactives centre near 1; some results filed as inactive read as strong as hits
# VIM-2 inh: blocks Pseudomonas aeruginosa VIM-2 metallo-beta-lactamase | purified VIM-2, nitrocefin hydrolysis, epi-absorbance fluorescence | inhibition, % at 5.6 µM | hit rate 0.89% among 290,000 | AID 1527;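 active = inhibition above the mean of all tested compounds plus 3 SD, cutoff set per screening run, cut at about 7.5% in these data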;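 note: red hydrolysis product quenches plate fluorescence so inhibitors raise well fluorescence; 0% = enzyme with DMSO and 100% = DMSO without enzyme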
# UBC9 SUMO inh: blocks human SUMOylation mediated by UBC9; HTRF SUMOylation assay, SAE1/SAE2 + UBC9, in vitro; inhibition, % at 35 µM; hit rate 0.36% among 290,000; P63279; in the data active = inhibition above about 50%, passing the limit was not always enough; note: strong numbers were not always called active
# Target sequence (P63279 whole entry, looked up): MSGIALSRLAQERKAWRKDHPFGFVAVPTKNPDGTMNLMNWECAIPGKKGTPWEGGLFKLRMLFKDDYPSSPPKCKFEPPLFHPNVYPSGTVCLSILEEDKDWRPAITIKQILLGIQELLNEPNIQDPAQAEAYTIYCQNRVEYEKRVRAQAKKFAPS
# NALP1 yeast inh: NALP1 inhibition; S. cerevisiae NALP1/ASC/caspase-1 growth, X-gal OD620, 72 h; inhibition, % at 10 µM; hit rate 0.61% among 280,000; AID 2071; in the data active = inhibition mostly above about 24%, no sharp cut-off; inactive = mostly below about 32%; note: some compounds called inactive have numbers as strong as hits
# Numbers without * were called inactive; . = not tested or not shown.
SMILES,DNA FID counter,IMP-1 inhibitor,MEKK2 WT-MEK5,NS3 helicase inh,PfM18AAP inh,MEKK2 mut-MEK5,VIM-2 inh,UBC9 SUMO inh,NALP1 yeast inh
Cn1c(=O)c2c(nc(SCCN3CCCCC3)n2Cc2ccc(Cl)cc2)n(C)c1=O,5,-2.7,108,-18,5,7,5.4,14,2
C=CCNC(=O)c1ccc(-c2nc(-c3ccccc3)cs2)cc1,-6,-1.9,101,0,0,1,-5.8,12,44
CC(C)(C)c1ccc(C(=O)OC/C(O)=C(\C#N)c2nc3ccccc3s2)cc1,-5,-2.3,102,14,-3,28,-1.8,10,12
Cc1nc2sc(C(c3ccc(Cl)cc3)N3CCN(C(=O)c4ccco4)CC3)c(O)n2n1 (stereo not drawn),-35,-2.4,106,-3,8,3,-2.3,-16,0
Cc1coc2cc3oc(=O)c(CCC(=O)N4C[C@H]5C[C@@H](C4)c4cccc(=O)n4C5)c(C)c3cc12,-40,1.5,98,-3,1,-2,3.4,18,15
Clc1ccc(Sc2cnc3ccccc3n2)cc1,0,1.0,101,1,4,4,-3.8,10,18
COc1ccc(NC(=O)c2cc3ccccc3o2)cc1OC,-9,-1.9,104,-2,-5,4,0.1,2,16
CCOc1cc(/C=C2/SC(=S)NC2=O)ccc1OC(=O)c1ccco1,-16,-2.6,95,2,-5,-6,-0.2,43,24
O=C(CCC(=O)N(c1ccccc1)C(C(=O)NC1CCCC1)c1ccncc1)Nc1cccnc1 (stereo not drawn),-9,-2.3,103,0,4,2,-4.2,-7,.
CC(C)(C)c1ccc(NC(=O)N2CCCN(c3ccc([N+](=O)[O-])cn3)CC2)cc1,-7,-1.9,88,6,-13,-14,-1.8,6,37
Nc1nonc1-n1nnc(C(=O)N/N=C/C2CC=CCC2)c1CSc1ccccc1 (stereo not drawn),-5,-1.4,91,3,-11,-4,-0.9,14,19
Cn1c(=O)c2c(ncn2CC(=O)OCC(=O)Nc2ccc(Cl)cc2)n(C)c1=O,5,-1.8,101,-1,-4,1,-0.2,-5,13
CC(C)COC(=O)c1ccccc1N1C(=O)C2C3CCC(C3)C2C1=O (stereo not drawn),-14,-3.2,112,-5,2,0,-1.6,15,15
COc1ccc(NCC(=O)N/N=C/c2cc([N+](=O)[O-])ccc2N2CCCC2)cc1,-4,-2.2,97,2,-5,0,0.2,-1,24
COc1ccc(-c2nc3c(c(=O)n(C)c(=O)n3C)n2CC2CC(c3ccccc3)=NO2)cc1OC (stereo not drawn),-6,-8.8,108,-6,-9,2,-4.3,.,.
Cc1c(C(=O)N/N=C/c2ccccc2)[nH]c2ccc(Cl)cc12,1,-3.2,102,16,-4,2,-3.9,2,8
Cc1nc2ccccc2nc1CSc1nnc(N)s1,-3,-2.1,100,1,9,-2,-1.9,8,2
COC(=O)c1ccc(CSc2cc(C)c3ccccc3n2)o1,-11,-0.2,98,-3,-13,-1,0.3,-8,3
CCOc1ccc(CCNC(=O)c2cc3sccc3n2C)cc1OCC,-27,-2.5,.,-3,3,.,-0.4,2,2
COc1ccc(C(=O)N2CCN(Cc3ccccc3C)CC2)cc1OC,-11,-2.4,103,4,1,0,-2.7,19,0
c1ccc(OCCOc2ccccc2-c2nnco2)cc1,-13,-0.5,100,-9,-8,0,0.7,1,1
CC(c1ccccc1)n1c(SCC(=O)N2CC(=O)Nc3ccccc32)nc2ccccc2c1=O (stereo not drawn),-24,-1.8,79,-14,0,-9,-1.1,-17,26
CCc1ccccc1S(=O)(=O)Cc1ccc(C(=O)NC2CCCC2)o1,-38,-1.3,103,4,3,4,-4.0,7,-17
CCOC(=O)N/N=C\c1ccc([N+](=O)[O-])o1,4,-1.9,98,6,1,1,-1.2,-3,-8
O=C(NNC(=O)c1c(O)c2ccccc2[nH]c1=O)c1ccccc1Br,-11,-1.4,94,-5,20,-14,1.4,4,13

# Random excerpt: 5 entries already listed.
SMILES,DNA FID counter,IMP-1 inhibitor,MEKK2 WT-MEK5,NS3 helicase inh,PfM18AAP inh,MEKK2 mut-MEK5,VIM-2 inh,UBC9 SUMO inh,NALP1 yeast inh
CC(C)(C)c1ccc(C(=O)OC/C(O)=C(\C#N)c2nc3ccccc3s2)cc1,-5,-2.3,102,14,-3,28,-1.8,10,12
c1ccc(OCCOc2ccccc2-c2nnco2)cc1,-13,-0.5,100,-9,-8,0,0.7,1,1
CCc1ccccc1S(=O)(=O)Cc1ccc(C(=O)NC2CCCC2)o1,-38,-1.3,103,4,3,4,-4.0,7,-17
COc1ccc(C(=O)N2CCN(Cc3ccccc3C)CC2)cc1OC,-11,-2.4,103,4,1,0,-2.7,19,0
O=C(NNC(=O)c1c(O)c2ccccc2[nH]c1=O)c1ccccc1Br,-11,-1.4,94,-5,20,-14,1.4,4,13

# Further entries follow.
SMILES,DNA FID counter,IMP-1 inhibitor,MEKK2 WT-MEK5,NS3 helicase inh,PfM18AAP inh,MEKK2 mut-MEK5,VIM-2 inh,UBC9 SUMO inh,NALP1 yeast inh
Cc1ccccc1-n1ncc2c1CC(C)(C)CC2NC(=O)CCn1cncn1 (stereo not drawn),-15,-1.7,100,-3,1,6,-2.9,2,9
CCOC(=O)c1cc2c(=O)c3ccccc3oc2nc1C,-8,-4.3,104,-2,0,10,2.3,7,4
CCCc1ncc(C(O)c2cccc(OC)c2OC)n1C (stereo not drawn),1,0.3,93,0,0,-1,-2.2,21,-18
O=C(NCc1ccco1)C1CCCN(S(=O)(=O)c2ccc(Br)cc2)C1 (stereo not drawn),-13,-1.9,94,16,-7,-5,-3.4,7,-2
CCOC(CNC(=O)c1cccn2c(=O)c3c(C)c(C)sc3nc12)OCC,-15,-2.2,107,4,-1,3,10*,14,0
CC(=O)NC(Cc1ccccc1)C(=O)OCC(=O)c1ccc(Br)cc1 (stereo not drawn),-12,-1.6,98,12,6,1,-4.4,-2,23
CCNc1nc(Cl)nc(NNC(=O)C(C)Oc2ccccc2)n1 (stereo not drawn),0,-4.8,92,3,8,0,-5.0,1,17
CC(Sc1nc2ccccc2s1)C(=O)c1c(N)n(C)c(=O)n(C)c1=O (stereo not drawn),-10,-1.7,104,-18,-16,-4,-1.3,-13,-12
O=C(OCc1csc(Nc2ccccc2)n1)c1ccc(Cl)cc1,-10,-3.0,125,-5,1,14,-2.5,-22,44
COc1ccc(OCC(=O)Nc2ccc(S(=O)(=O)Nc3nc(C)cc(C)n3)cc2)cc1,-30,-3.3,104,4,-12,2,-4.0,21,12
COc1ccc(C(C)=O)cc1CSCCC#N,-6,-2.8,105,21,-10,4,-0.9,8,-8
O=C(Nc1ccccc1)c1ccc(COc2ccccc2)cc1,1,-0.5,88,-7,0,-7,-1.4,22,1
COCCn1cc(-c2csc(N)n2)c2ccccc21,-1,-0.6,101,-7,7,1,-1.3,17,15
CN(c1ccc(C(=O)N2CCOCC2)cc1)S(=O)(=O)c1cccs1,-8,0.6,104,6,-3,3,-1.1,-8,18
Cn1c(SCC(=O)Nc2ccc3c(c2)OCCO3)nnc1C1CC1,-3,-0.6,98,0,-8,-3,1.4,4,22
O=C(CN1C(=O)c2cccc3cccc1c23)Nc1ccc(S(=O)(=O)Nc2nccs2)cc1,-23,-3.5,101,2,-5,3,-2.5,48,16
CCOc1ccc(OCCC(=O)OCC(=O)N2CCN(S(=O)(=O)c3ccc(Cl)cc3)CC2)cc1,-24,2.1,105,9,10,3,0.0,-2,2
CCOC(=O)N1CCN(C(=O)C2CCC(=O)N(CCCN3CCCC3=O)C2)CC1 (stereo not drawn),-6,-3.1,102,3,4,5,-0.8,0,14
COc1ccc(CCNC2=C(Cl)C(=O)N(CCc3ccccc3)C2=O)cc1OC,-17,-1.7,104,-8,15,1,-2.5,21,-5
COc1cc(OC)c(C(=O)N(CCc2ccccc2)Cc2ccccc2)cc1OC,-54,-6.0,105,-10,1,6,-3.6,2,4
Cc1ccc(C(=O)Nc2cc(Cl)ccc2N2CCCCC2)s1,0,-3.8,94,-2,-1,0,-5.5,21,14
CC1Cc2ccccc2N1C(=O)CN1CCC(n2nnc3cc(C(F)(F)F)ccc32)CC1 (stereo not drawn),-14,-3.0,110,-7,6,8,0.1,-13,2
c1ccc(-c2nc(NC3CC3)nc(-n3ccnc3)n2)cc1,-5,-1.2,80,2,-3,-7,-1.2,17,1
CCOC(=O)c1c(NC(=O)CCNCc2ccco2)sc2c1CCC2,13,-1.2,110,-62,-1,-2,5.1,-23,.
NC(=S)Cc1ccc(Cl)cc1Cl,-1,-0.7,95,-24,-6,-3,-1.9,2,.

# Additional compounds
SMILES,DNA FID counter,IMP-1 inhibitor,MEKK2 WT-MEK5,NS3 helicase inh,PfM18AAP inh,MEKK2 mut-MEK5,VIM-2 inh,UBC9 SUMO inh,NALP1 yeast inh
O=C(CCCSc1ccc(Cl)cc1)Nc1ccccc1O,-3,-1.3,99,0,2,3,-3.7,-5,30
CC(C)C(NC(=O)CN1C(=O)c2ccccc2S1(=O)=O)C(C)C,-2,0.6,105,-5,8,2,0.8,-2,49
Oc1ccccc1/C=N/Nc1ccccc1,-1,-3.1,102,-1,0,1,-1.3,26,42
C=CCN(C(=O)c1csnn1)C(C(=O)NC1CCCC1)c1ccc(F)cc1 (stereo not drawn),-15,-0.8,102,2,-5,-2,-2.9,4,14
CCc1ccc2oc(C(=O)NCc3ccc(S(N)(=O)=O)cc3)c(C)c2c1,-20,-2.6,85,15,7,-6,-2.9,10,3
CCC(C)NC(=O)c1ccccc1NC(=O)c1ccccc1N(C)S(C)(=O)=O (stereo not drawn),-5,-2.0,105,8,2,9,-4.1,2,-65
CSc1ncccc1C(=O)N1CCN(S(=O)(=O)c2ccccc2)CC1,-10,-1.1,111,0,-1,5,-0.4,11,-4
COC(=O)COc1ccc(S(=O)(=O)Nc2ccc3c(c2)OCCO3)cc1C,-13,-2.3,110,7,4,2,-0.5,-9,9
C=CCN1C(=O)SC(Cc2cccc(OC)c2O)C1=O (stereo not drawn),-4,-3.4,92,5,5,-4,-3.9,24,4
Cc1ccc(N(CC(=O)Nc2ccccc2-c2ccccc2)S(=O)(=O)c2ccccc2)cc1,-2,1.6,99,-2,4,1,1.6,-9,-1
CC(C)CCNC(=O)c1sc2ccc(S(=O)(=O)N3CCCCC3)cc2c1N,-26,-0.9,109,-15,10,11,-3.8,2,9
Cc1ccc2c(CN3CCN(CCO)CC3)cc(=O)oc2c1,2,-3.7,98,1,1,-3,3.3,13,2
O=C1C(c2cc(=O)c3ccccc3[nH]2)=C(O)c2ccccc21,-9,-1.6,99,15,-6,-2,0.9,-5,14
CNC(=O)c1c(NC(=O)c2ccc(S(=O)(=O)N3CCCc4ccccc43)cc2)sc2c1CCN(C)C2,-4,0.3,119,-25,5,2,-1.3,-2,.
S=C(c1ccc[nH]1)N1CCOCC1,2,-5.5,92,9,17,2,-2.4,-9,-12
CC(C)(C)NC(=O)COC(=O)c1ccc(Cl)c(S(N)(=O)=O)c1,2,-1.9,78,11,-5,-2,-3.3,18,-2
CCCCn1c(=NC(=O)c2cccnc2)c(C#N)cc2c(=O)n3cccc(C)c3nc21,-10,-2.8,.,26,-3,.,-1.2,22,7
Cc1csc(NC(=O)CSc2nncn2C)n1,-2,1.5,101,1,-1,-3,-1.9,15,10
CCC(=O)N1CCN(c2nc3ccc(Br)cc3s2)CC1,-27,-1.9,100,-5,-12,5,1.1,9,30*
CCC(C)[C@H](NC(=O)Nc1ccccc1F)C(=O)O (stereo partly drawn),-2,-4.3,95,5,-13,-3,0.3,19,-8
